# BoNT F protease = BoNT/F light chain protease inhibitors, primary screen, biochemical, flow cytometry, MLPCN library | Botulinum neurotoxin type F light chain protease (Clostridium botulinum) | Multiplex microsphere protease cleavage assay | inhibition, % at 10 µM | 360,000 tested, 0.22% active | AID 588497, 2011; in the data active = inhibition above about 35%, passing the limit was not always enough; inconclusive = no clear call, values can overlap the other calls; also: plate controls were buffer without enzyme for full effect and enzyme alone for no effect
# VHR inh abs = VHR1 phosphatase inhibitors, primary screen, biochemical, absorbance, uHTS; Dual specificity protein phosphatase 3 (Homo sapiens), P51452; recombinant VHR phosphatase, pNPP absorbance; inhibition, % at 13.3 µM; 290,000 tested, 0.52% active; AID 1654, 2009; in the data active = inhibition above about 50%; also: some compounds called inactive have numbers as strong as hits
# Target sequence (P51452 whole entry, looked up): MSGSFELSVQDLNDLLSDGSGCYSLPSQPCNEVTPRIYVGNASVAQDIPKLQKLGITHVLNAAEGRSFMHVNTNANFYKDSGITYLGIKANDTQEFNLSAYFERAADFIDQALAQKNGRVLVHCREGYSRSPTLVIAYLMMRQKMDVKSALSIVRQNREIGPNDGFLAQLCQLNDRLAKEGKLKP
# MazF activator = activators of E. coli MazEF toxin-antitoxin RNase, primary screen, biochemical, fluorescence, uHTS; Endoribonuclease toxin MazF (Escherichia coli (strain K12)), P0AE70; FAM/BHQ RNA-DNA oligo cleavage fluorescence, 5 h; activation, % at 20 µM; 350,000 tested, 0.32% active; AID 504720, 2011; in the data active = activation above about 50%
# Target sequence (P0AE70 whole entry, looked up): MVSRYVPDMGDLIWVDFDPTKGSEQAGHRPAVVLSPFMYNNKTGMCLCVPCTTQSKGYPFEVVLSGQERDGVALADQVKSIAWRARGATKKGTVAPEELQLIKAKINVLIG
# PrPC TRFRET = inhibitors of human cell surface prion protein PrPC, primary screen, cell-based, TR-FRET; 370,000 tested, 0.43% active; inhibition, % at 13.8 µM; TR-FRET read-out; AID 720596, 2013; in the data active = inhibition above about 24%; also: 0% = median of the test wells and 100% = reference compound wells
# Rv3671c protease = Rv3671c serine protease inhibitors, primary screen, biochemical, fluorescence polarization, M. tuberculosis H37Rv; P9WHR9; inhibition, % at 5.96 µM; 320,000 tested, 0.048% active; AID 2606, 2010; in the data active = inhibition above about 38%;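 also: extracellular domain of Rv3671c used as enzyme; 0% = enzyme with DMSO and 100% = no enzyme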
# Target sequence (P9WHR9 whole entry, looked up, the tested form may be a part): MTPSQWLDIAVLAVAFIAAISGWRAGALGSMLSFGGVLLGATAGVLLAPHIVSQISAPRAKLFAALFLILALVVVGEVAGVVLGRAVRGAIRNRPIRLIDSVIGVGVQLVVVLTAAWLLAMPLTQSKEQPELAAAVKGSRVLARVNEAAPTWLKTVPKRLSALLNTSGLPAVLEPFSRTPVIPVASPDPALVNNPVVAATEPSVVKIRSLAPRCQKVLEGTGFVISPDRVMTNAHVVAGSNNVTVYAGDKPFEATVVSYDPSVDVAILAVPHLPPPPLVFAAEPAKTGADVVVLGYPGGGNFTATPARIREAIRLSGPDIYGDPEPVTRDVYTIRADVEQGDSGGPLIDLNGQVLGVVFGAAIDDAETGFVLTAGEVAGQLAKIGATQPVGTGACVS
# BoNT-A LC inh2 = BoNT/A light chain protease inhibitors, primary screen, biochemical, flow cytometry, MLPCN library | Botulinum neurotoxin type A light chain protease (Clostridium botulinum A str. ATCC 3502) | multiplex microsphere protease substrate cleavage | inhibition, % at 10 µM | 360,000 tested, 0.17% active; also: plate controls were buffer without enzyme for full effect and enzyme alone for no effect
# 3CLpro inhibitor = SARS-CoV 3CLpro protease inhibitors, primary screen, biochemical, quenched FRET | recombinant SARS-CoV 3CLpro, quenched FRET peptide cleavage | inhibition, % at 6 µM | 290,000 tested, 0.14% active | AID 1706, 2009; in the data active = inhibition above about 12%
# PriA SSB inh = inhibitors of Klebsiella pneumoniae PriA binding to SSB C-terminal tail, primary screen, biochemical, AlphaScreen | PriA–SSB C-terminal tail interaction (Klebsiella pneumoniae) | AlphaScreen SSBct-PriA binding, biotinylated peptide | inhibition, % at 33 µM | 430,000 tested, 0.6% active; in the data active = inhibition mostly above about 37%, no sharp cut-off; inactive = mostly below about 20%;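 also: plate controls were negative control peptide for no effect and reference peptide for full effect; strong numbers were not always called active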
# Anthrax LF prot = Bacillus anthracis LF protease inhibitors, primary screen, biochemical, multiplex microsphere, MLPCN library; AID 588501, 2011; multiplex microsphere protease cleavage assay; inhibition, % at 10 µM; 360,000 tested, 0.12% active; also: plate controls were buffer without enzyme for full effect and enzyme alone for no effect
# CCHF vOTU inh = CCHFV vOTU protease inhibitors, primary screen, biochemical, Pep-AMC substrate, fluorescence; AID 651958, 2012; inhibition, % at 11.5 µM; Crimean-Congo hemorrhagic fever virus L polyprotein viral ovarian tumor (vOTU) protease …; 370,000 tested, 0.55% active; in the data active = inhibition above about 30%; also: 0% = vehicle wells with enzyme and 100% = no enzyme wells
# The depositor's hits bear a star; ? = inconclusive; . = no result given; & = joins results of further samples. Rule as the data show it, unless noted: active = inhibition above about 30%; inconclusive = no clear call, values can overlap the other calls; inactive = below that.
nr	Compound	BoNT F protease	VHR inh abs	MazF activator	PrPC TRFRET	Rv3671c protease	BoNT-A LC inh2	3CLpro inhibitor	PriA SSB inh	Anthrax LF prot	CCHF vOTU inh
1	COc1ccc(Cl)cc1NC(=S)NC(=O)c1ccco1	6	.	5	-5	-7	2.0	.	-3	-4	10
2	COC(=O)[C@]1(Cc2ccccc2)N[C@H](CN(C)C(=O)Nc2ccc(C(F)(F)F)cc2)[C@@H]2C(=O)N(C)C(=O)[C@@H]21	-2	.	1	5	4	-0.1	.	-6	-5	-2
3	OCCn1c(SCCOc2ccccc2)nc2ccccc21	6	20	-5	2	-3	1.0	-6	-9	4	12
4	CCN(CC)C(=O)c1ccc(NC(=S)NC(=O)CCc2ccccc2)cc1	1	14	6	6	-6	-2.1	3	-14	0	-5
5	CCOC(=O)c1c(C)[nH]c(C)c1C(=O)COC(=O)/C=C/c1ccc(OC(F)F)cc1	-1	-11	3	-10	-3	-0.4	4	-5	-2	1
6	c1ccc(Cn2ncc3c(NCc4ccco4)ncnc32)cc1	1	24	-3	0	-12	-1.1	2	-11	-5	-8
7	O=C(CN(Cc1ccccc1F)S(=O)(=O)c1ccc(Cl)cc1)NCCCO	-4	8	-3	-4	1	-0.5	-1	-11	-2	-6
8	C=CCNc1nc(NCc2ccc(N(C)C)cc2)c2sc(-c3ccccc3)cc2n1	-18	.	.	8	.	0.2	.	.	-1	15
9	O=C(O)CCCCCNC(=O)c1ccncc1	0	24	-11	-1	4	?	-1	-4	-5	1
10	O=C(C1CCCN(Cc2ccncc2)C1)N1CCc2ccccc2C1 (centres undefined)	-4	26	4	.	-2	0.0	5	-20	0	.
11	NS(=O)(=O)c1ccc(NC(=S)NC2CCCCCC2)cc1	0	71	-1	6	2	0.1	1	12	-1	11
12	c1nc(NCCN2CCOCC2)c2sc3nc(N4CCOCC4)c4c(c3c2n1)CCC4	-3	-28	10	14	5	0.0	-7	2	2	-6
13	N#CC1(NC(=O)COc2ccc3ccc(=O)oc3c2)CCCCC1	.	.	4	5	7	.	.	-1	.	-5
14	Cc1cc(/C=N/NC(=O)c2cccs2)c(C)n1-c1cnccn1	47*	21	17	6	-1	3.7	-2	.	0	12
15	O=C(Nc1ccc2c(c1)OCCO2)C1CCN(c2nnnn2-c2ccccc2)CC1	3	-9	-3	-1	-11	0.7	-2	-2	1	-2
16	O=C(NN1C(=O)C2C3C=CC(C4CC34)C2C1=O)c1ccc(Cl)cc1 (centres undefined)	-4	8	12	-4	-1	-0.6	2	-6	-1	6
17	COc1cccc(NC(=O)C2(S(=O)(=O)c3ccc(Cl)cc3)CC2)c1	-7	33	5	-4	6	-0.3	5	2	-1	15
18	S=C(Nc1ccccc1Cl)N(CCCN1CCOCC1)Cc1ccccn1	-6	4	10	-7	2	-1.0	-2	4	-4	-5
19	O=C(Cn1cc(C(=S)N2CCOCC2)c2ccccc21)N1CCOCC1	4	7	2	5	0	0.1	-1	-13	2	6
20	C/C(=C/c1ccccc1)C(=O)N1CC(C)OC(C)C1 (centres undefined)	-1	14	1	0	-10	0.3	1	-9	-2	-1
21	O=C1NC(=S)NC(=O)C1c1ccccc1	-1	.	5	-3	.	-0.7	.	1	0	-21
22	COc1ccccc1C(=O)NCC(=O)N/N=C/c1ccc([N+](=O)[O-])cc1	0	29	-3	-5	1	-0.3	4	.	-3	-1
23	CCOC(=O)C1=C(c2ccccc2)NC(=O)NC1c1cc(Br)c(O)c(OC)c1 (centres undefined)	0	6	-7	3	-3	-2.0	3	-6	-2	17
24	C[C@@H]1Cc2c(O)c(O)cc(O)c2C(=O)O1	-9	3	1	.	-22	-1.0	.	-2	-4	.
25	C=CCCCCc1nc2ccccc2c(=O)n1N	-4	14	-2	-6	-1	-0.7	1	-7	-4	-9
26	COc1cc(NC(=O)c2cccs2)c(C(=O)OCC(=O)c2cc(C)n(-c3ccc(F)cc3)c2C)cc1OC	-10	-7	-18	1	-9	-0.6	3	-3	-4	-15
27	CC(=O)c1c(C)[n+]([O-])c2ccc3c(non3O)c12	-5	0	-6	-14	10	0.0	2	-11	-4	-2
28	COc1ccc(CN(C)C(=O)Cn2ccsc2=N)cc1OC	-1	-1	-5	-2	-3	-1.9	1	-5	-15	-18
29	N#Cc1ccc(/C=C\c2nccc3c2[nH]c2ccccc23)cc1	-6	2	-13	8	-40	2.3	-2	-13	-2	2
30	C=CCc1cc(Cl)ccc1OCCOCCNCCOC	-14	-5	3	1	1	-0.3	2	-5	-5	-9
31	Cn1c(=O)c2c(nc(N3CCOCC3)n2CCCNC2=NCCC2)n(C)c1=O	3	29	9	10	6	1.2	0	-11	1	2
32	COc1ccc(Br)cc1CN1C(=O)NC2(CCCCCC2)C1=O	2	3	-6	4	5	-1.2	7	-3	1	-1
33	Cc1ccc(NC(=O)CN(C)C(=O)C(C)N2CCN(Cc3ccccc3C)CC2)cc1 (centres undefined)	-6	.	4	-5	4	-1.1	.	-1	2	7
34	CCOc1ccc(NC(=O)[C@@H](NC(=O)OCc2ccccc2)[C@@H](C)CC)cc1	-5	6	-1	0	-13	0.1	-1	-8	1	5
35	COc1ccc(NC(C)=O)cc1NC(=O)CCn1c(=O)sc2ccccc21	0	22	0	-2	0	-0.4	-2	-3	2	-14
36	N#Cc1cnc2nc(SCc3ccccc3)nn2c1	11	.	7	-4	4	-0.3	5	-7	-4	1
37	Cc1ccc2nc(NC(=O)C3CCN(S(=O)(=O)c4cccc5nsnc45)CC3)sc2c1	0	8	-1	-2	-31	-0.3	-2	6	-3	-3
38	COCCn1c(C(C)C)nc2oc3ccccc3c(=O)c2c1=O	-30	21	-9	-6	-1	-0.4	-3	-11	3	-2
39	CCOC(=O)c1sc2nc(CSc3ccccc3)nc(NCCN(C)C)c2c1C	-4	3	17	-7	0	0.9	1	-1	4	10
40	N#Cc1nc(Cc2ccccc2)oc1NCCc1ccccc1	3	-7	-2	4	11	-0.2	2	24	-2	-3
41	Cc1cc(C)n2nc(C(=O)OCC(=O)N(C)Cc3ccccc3)nc2n1	.	.	-1	-2	4	.	.	-4	.	3
42	CN1CCN(C(=O)CSc2nc(-c3ccncc3)ccc2C#N)CC1	-10	-15	-4	-16	1	-0.6	-2	2	-1	3
43	O=C(Cc1c(O)c2ccccc2[nH]c1=O)NC1CCCCCC1	2	5	-10	1	-1	-0.3	0	-9	2	-3
44	CN(c1ccccc1)S(=O)(=O)c1ccc(C(=O)Nc2nnc(-c3ccc(F)cc3)o2)cc1	.	0	4	.	-14	.	4	-4	.	.
45	Cc1ccc(S(=O)(=O)NCCC(=O)Nc2cccc(Cl)c2)cc1	-7	-4	-4	-2	-4	-0.5	-1	0	1	1
46	Cc1ccc(C=Nc2ccccc2C(N)=O)cc1	-8	-33	-4	6	0	-1.2	-8	-2	-3	-87
47	CCOc1ccc(CN2CCSCC2)cc1	-2	-15	6	-5	.	-1.3	1	-3	4	2
48	CCOc1nonc1C(=N)/C(C(C)=O)=C(\C)O	-1	7	10	1	10	0.1	4	.	-8	4
49	COc1ccc(-n2cc(-c3ccccc3)c3c(N4CCOCC4)ncnc32)cc1	5	-2	2	-6	-1	-1.4	-6	6	4	-8
50	CC(C)C[C@@H](CN1CCC[C@H]1CN1C(=O)C(=O)NC[C@@H]1Cc1ccccc1)N1C[C@H](Cc2ccccc2)N(CCc2ccccc2)C(=O)C1=O	-8	.	.	3	.	0.2	.	.	-2	21
51	CC1CCCCN1C(=O)c1cc(-c2ccc(Cl)c(Cl)c2)on1 (centres undefined)	-2	15	-7	-6	-4	?	4	1	-4	-1
52	Cc1c(-c2ccnc3cc(C(=O)O)nn23)cnn1C	-8	26	-10	-10	1	-1.3	-4	-7	-2	-80
53	CCn1c(=O)c(CCC(=O)N2CCOCC2)c(C)c2c(C)nn(-c3ccccc3)c21	4	-20	3	.	5	-0.3	-2	-5	-2	.
54	Nc1c2c(nc3c1CCCC3)CCCC2 (tested in a mixture with another compound)	.	71	9	0	3	.	-6	.	.	0
55	CC(=O)C1=CCC(c2ccc(Cl)cc2)N(S(=O)(=O)c2ccc(C)cc2)C1 (centres undefined)	-10&-14	.	.	7&7	.	0.5&-0.6	.	.	6&-1	20&-6
56	COc1cc(C2C(C#N)=C(N)OC3=C2C(=O)CC(C)(C)C3)c([N+](=O)[O-])cc1OC (centres undefined)	-11	19	-126	-4	-4	-0.9	-2	-2	-5	-7
57	CCN(CC)c1ccc(/C=C(\C#N)C(N)=O)cc1	-8	9	-14	-7	.	-0.8	0	-18	3	13
58	COc1cccc(S(=O)(=O)N(C)C[C@H]2OCc3cn(nn3)CCCC(=O)N([C@H](C)CO)C[C@@H]2C)c1	-1	.	5	1	.	0.1	.	.	-3	1
59	CCCCN1C(=O)C(=O)N(CC(=O)Nc2sc(C)c(CC)c2C(=O)OCC)C1=O	-6	.	6	-3	0	-1.0	.	-6	-6	18
60	c1ccc(-n2c(Cc3cn4ccsc4n3)nnc2N2CCOCC2)cc1	-6	28	6	-4	-7	-0.4	2	22	4	0

# Continued:
nr	Compound	BoNT F protease	VHR inh abs	MazF activator	PrPC TRFRET	Rv3671c protease	BoNT-A LC inh2	3CLpro inhibitor	PriA SSB inh	Anthrax LF prot	CCHF vOTU inh
61	O=S(=O)(NCCc1c[nH]c2ccccc12)c1ccc(F)cc1	11	.	7	-1	.	1.2	.	10	-3	1
62	CCc1ccc(C(O)c2ncc(-c3ccc4ccccc4c3)[nH]2)cc1 (centres undefined)	-5	.	.	-9	.	-0.1	.	.	-4	3
63	O=C(Nc1cc(N2CCOCC2)ncn1)NC1(C(F)(F)F)Oc2ccccc2O1	3	9	7	-6	-1	0.2	-1	-13	-6	9
64	Cc1nc2ccccc2c(=O)n1/N=C/c1ccccc1F	11	-2	5	10	0	0.6	1	.	-3	4
65	O=C(Oc1ccccc1C(=O)N1CCOCC1)c1ccc(Br)cc1	0	19	-7	1	-1	?	-9	-6	1	-4
66	COc1ccc(OC)c2[nH]c(=O)c(CCNC(=O)c3ccc(S(=O)(=O)N(C)C)cc3)cc12	-12	4	10	-4	-3	-0.6	-6	2	-4	12
67	CC1(C)Cc2ccccc2-c2nnc(-c3ccccc3)n21	1	-8	2	0	3	2.3	2	-1	3	-6
68	CCSc1nnc(NC(=O)CSc2nc3c(c(=O)n2-c2ccccc2)SCC3)s1	-3	26	10	0	5	-0.8	0	-3	-2	-4
69	Cc1ccc(N2CCN(C(=O)CNS(=O)(=O)c3ccc(Br)s3)CC2C)cc1 (centres undefined)	-1	8	0	-2	5	-0.3	-1	-4	0	1
70	O=c1c2cnn(-c3ccccc3)c2nc(-c2ccco2)n1-c1ccccc1	-1	-17	2	1	-8	-1.2	0	-4	0	4
71	NC(Cc1ccc(C(F)(F)F)cc1)c1csc(Nc2ccc(C(=O)c3ccccc3)cc2)n1 (centres undefined)	-20	.	.	5	.	-0.1	.	.	-8	27
72	Brc1ccc(-c2cn3nc4c(nc3n2)CCCC4)cc1	3	23	-39	-9	-13	18	-1	-3	13	-29
73	O=C(CSS(=O)(=O)O)N1CCN(C(=O)c2ccoc2)CC1	0	6	2	-3	-20	-0.3	5	-3	1	7

# Some of the compounds tested, so the mix of outcomes need not match the whole.
